MPTP inh: permeability transition pore inhibition | 1.4% of 360,000 active | AID 602449 | inhibition, % at 10 µM | isolated mouse mitochondria, Ca2+ swelling absorbance, 30 min;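 active = inhibition of 50% or more, scaled per plate between neutral and stimulator controls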;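 note: 0% = DMSO wells given calcium and 100% = 1 mM EGTA wells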
ATG4B inh: ATG4B (human) cysteine protease inhibition | Q9Y4P1 | ATG4B cleavage of LC3-PLA2, NBD-HPC fluorescence, 1 h | inhibition, % at 8.33 µM | 0.51% of 340,000 active | AID 504462; in the data active = inhibition above about 40%
Target sequence (Q9Y4P1 whole entry, looked up): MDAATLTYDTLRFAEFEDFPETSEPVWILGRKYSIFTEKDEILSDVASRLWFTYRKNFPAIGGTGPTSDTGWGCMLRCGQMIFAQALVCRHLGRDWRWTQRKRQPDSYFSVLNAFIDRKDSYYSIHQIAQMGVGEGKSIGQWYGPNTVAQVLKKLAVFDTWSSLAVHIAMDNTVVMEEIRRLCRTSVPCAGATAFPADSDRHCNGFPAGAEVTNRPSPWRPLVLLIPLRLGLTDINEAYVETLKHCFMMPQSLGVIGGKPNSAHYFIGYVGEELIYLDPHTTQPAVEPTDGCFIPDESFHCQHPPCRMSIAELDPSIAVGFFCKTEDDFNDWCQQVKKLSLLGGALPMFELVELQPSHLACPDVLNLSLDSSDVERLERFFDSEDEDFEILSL
mIAP activ: mouse IAP activation. activation factor at 10 µM. muIAP, CDP-Star luminescence, 30 min; hits give high values; 1 = vehicle-only enzyme signal, 0 = enzyme-free wells. 0.24% of 330,000 active;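 active = activation factor of at least 2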; note: the source names both 10 and 20 µM as test concentration; values of inactives mirror those of a sister screen read the other way
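also added = chemiluminescent substrate CDP-Star | test system = mouse IAP enzyme | signal = chemiluminescence readout | compound = DMSO-dissolved test compounds | incubation = 30 min at room temperature | benchmarks = DMSO wells, no-enzyme wells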
beta cell repl: induces beta-cell replication in MIN6 cells; 0.29% of 330,000 active; proliferation, % at 10 µM; MIN6 cells proliferation, ATPlite luminescence, 48 h; cells starved in 0.2% serum; 100% = growth in 10% serum;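 active = compounds whose signal lies at least 3.5 SD above the mean of all wells on their plate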;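 note: 0% = DMSO-treated cells in low-serum medium and 100% = 10% serum control; some compounds called inactive have numbers as strong as hits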
APOBEC3G inh: APOBEC3G (human) deaminase inhibition; Q9HC16; recombinant A3G, ssDNA deamination FAM/TAMRA fluorescence; inhibition, % at 20 µM; 0.28% of 330,000 active; AID 493012;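 active = inhibition of at least 40% at 20 µM, with no more than 30% in the related APOBEC3A deaminase screen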;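 note: plate controls were DMSO wells with A3G for no effect and wells lacking A3G enzyme for full effect; some compounds called inactive have numbers as strong as hits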
Target sequence (Q9HC16 whole entry, looked up): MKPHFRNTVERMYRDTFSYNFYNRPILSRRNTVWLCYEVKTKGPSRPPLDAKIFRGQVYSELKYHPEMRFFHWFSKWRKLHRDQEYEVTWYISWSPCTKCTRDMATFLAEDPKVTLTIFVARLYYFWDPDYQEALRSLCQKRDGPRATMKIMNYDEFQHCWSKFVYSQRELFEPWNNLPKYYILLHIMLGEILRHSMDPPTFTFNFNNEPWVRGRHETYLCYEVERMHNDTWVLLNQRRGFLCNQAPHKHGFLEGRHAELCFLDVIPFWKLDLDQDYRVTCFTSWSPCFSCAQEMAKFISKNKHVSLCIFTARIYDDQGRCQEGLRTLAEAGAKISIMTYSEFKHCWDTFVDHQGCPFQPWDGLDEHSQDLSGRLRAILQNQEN
hIAP act: human IAP activation; P09923; purified human IAP, CDP-Star luminescence, 30 min; hits give high values; 1 = vehicle-only enzyme, 0 = enzyme-free background; activation factor at 10 µM; 0.16% of 330,000 active;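 active = activation factor of the enzyme at least 2-fold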; note: the source names both 10 and 20 µM as test concentration; values of inactives mirror those of a sister screen read the other way
APOBEC3A inh: human APOBEC3A DNA deaminase inhibition. P31941. recombinant A3A, FAM/TAMRA ssDNA deamination fluorescence. inhibition, % at 20 µM. 0.41% of 330,000 active;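 active = at least 40% inhibition at 20 µM here, with at most 30% in a related deaminase screen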;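 note: plate controls were A3A with DMSO for no effect and wells lacking A3A enzyme for full effect; some results filed as inactive read as strong as hits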
Target sequence (P31941 whole entry, looked up): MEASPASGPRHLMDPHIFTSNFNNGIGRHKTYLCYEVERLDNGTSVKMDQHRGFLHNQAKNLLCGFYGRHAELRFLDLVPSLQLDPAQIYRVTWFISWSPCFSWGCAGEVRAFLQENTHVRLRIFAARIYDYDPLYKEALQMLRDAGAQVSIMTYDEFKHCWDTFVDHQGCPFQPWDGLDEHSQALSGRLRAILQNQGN
hIAP block: blocks human intestinal alkaline phosphatase. P09923. purified IAP, CDP-Star luminescence, 30 min. inhibition, % at 10 µM. 0.12% of 330,000 active;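 active = inhibition reaching a set limit with compound at 10 µM in the primary screen, cut at about 35% in these data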;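 note: plate controls were DMSO wells with enzyme for no effect and no-enzyme buffer wells for full effect; values of inactives mirror those of a sister screen read the other way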
mIAP inh: blocks mouse intestinal alkaline phosphatase; purified mouse IAP, CDP-Star luminescence, 30 min; inhibition, % at 10 µM; 0.2% of 330,000 active; AID 2806;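 active = inhibition of at least 40% at 10 µM in the primary screen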;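 note: plate controls were DMSO with enzyme for no effect and no enzyme wells for full effect; values of inactives mirror those of a sister screen read the other way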
An asterisk follows results filed as active; . = no result given; & = joins results of further samples.

Values run as follows: APOBEC3A inh | mIAP activ | APOBEC3G inh | mIAP inh | ATG4B inh | hIAP block | MPTP inh | beta cell repl | hIAP act
Cc1ccc(-n2[nH]c(=O)c(-c3ccccn3)c2C)cc1
    -4 | 1 | -10 | -1 | 5 | 1 | 1.5 | -3 | 0.99
C=CCn1c(SCC#N)nc2sc(CC)cc2c1=O
    0 | 0.88 | -1 | 12 | -18 | -5 | -3.7 | 1 | 1.1
Cc1csc(SCc2nnc(-c3ccc(Cl)cc3)o2)n1
    -21 | 0.99 | -8 | 1 | -6 | 8 | 3.3 | -3 | 0.92
Cc1ccc2nc(SCC(=O)Nc3ccc4[nH]c(=O)[nH]c4c3)[nH]c2c1
    1 | 1 | 2 | 0 | -4 | -23 | -1.5 | -1 | 1.2
O=C(NC(c1ccccc1)c1ccccc1)C1CCCC1
    -4 | 0.98 | -11 | 2 | -5 | 10 | 0.5 | 0 | 0.9
Cc1onc(-c2ccccc2Cl)c1C(=O)N1CCC(C(N)=O)CC1
    2 | 1.1 | -3 | -6 | -12 | 8 | 1.0 | 0 | 0.92
O=C1CCN(C(=S)NCCc2ccccc2)CC1
    -5 | 1 | -6 | -3 | -1 | 8 | -3.2 | 4 | 0.92
O=C(NCc1ccccc1)NCC12CC3CC(CC(C3)C1)C2
    3 | 2.1* | -5 | -111 | 3 | -21 | 0.2 | -4 | 1.2
Cc1ccc(C(=O)Nc2cccc(C(F)(F)F)c2)cc1NC(=O)c1csc(-c2ccncc2)n1
    -3 | 0.89 | -10 | 11 | -15 | 0 | -1.3&0.1 | -4 | 0.99
Cc1c(-c2ccccc2)oc2c(C(=O)N3CCN(c4ccccc4F)CC3)cccc2c1=O
    10 | 0.99 | -3 | 0 | -7 | -4 | 0.4 | 0 | 1
C/C(CCC(C)C)=N\Nc1cc(C)c2ccccc2n1
    3 | 1 | -5 | -3 | 8 | -30 | 16 | -4 | 1.3
Cn1c(=O)c2c(ncn2CC(=O)N/N=C/c2cn[nH]c2-c2ccc(F)cc2)n(C)c1=O
    3 | 0.98 | -12 | 2 | 2 | -1 | -2.2 | 0 | 1
CCn1c(COc2ccc(C)cc2)nnc1SCC(=O)C(C)(C)C
    -1 | 0.99 | -4 | 1 | -9 | -7 | -1.9 | 0 | 1.1
COC(=O)CSc1nnc(-c2cccnc2)n1-c1cccc(OC)c1
    -6 | 0.97 | -6 | 3 | -17 | 0 | 1.3 | 0 | 1
COC(=O)c1ccc(OCC2c3cc(OC)c(OC)cc3CCN2C(C)=O)cc1 (stereo not given)
    7 | 1 | -13 | -4 | -8 | 8 | 17 | 2 | 0.92
Cc1ccc(S(=O)(=O)C(C#N)c2nc3ccccc3nc2N2CCCC2)cc1C (stereo not given)
    7 | 0.79 | 3 | 21 | 12 | -4 | -0.9 | -4 | 1
Cc1c(Cl)cccc1NC(=O)CSCc1cc(=O)[nH][nH]1
    1 | 0.97 | -1 | 3 | 7 | -6 | -3.0 | 1 | 1.1
COc1ccc(S(=O)(=O)N2CCC(C(=O)N[C@@H](C)C(=O)NCc3ccncc3)CC2)cc1
    -1 | 0.98 | 0 | 2 | -2 | 17 | 0.5 | 3 | 0.83
NC(=O)c1cccc(-c2noc(-c3ccccc3F)n2)c1
    -6 | 0.94 | -7 | 6 | 11 | 3 | -0.2 | -3 | 0.97
CCN1C(C)=C(C)S/C1=C1\SC(=S)N(N)C1=O
    1 | 0.69 | 1 | 31 | -6 | 2 | -1.0 | 1 | 0.98

3 of the entries above in order of their number in ATG4B inh, ascending:
| Molecule | APOBEC3A inh | mIAP activ | APOBEC3G inh | mIAP inh | ATG4B inh | hIAP block | MPTP inh | hIAP act |
| --- | --- | --- | --- | --- | --- | --- | --- | --- |
| CCn1c(COc2ccc(C)cc2)nnc1SCC(=O)C(C)(C)C | -1 | 0.99 | -4 | 1 | -9 | -7 | -1.9 | 1.1 |
| O=C(NC(c1ccccc1)c1ccccc1)C1CCCC1 | -4 | 0.98 | -11 | 2 | -5 | 10 | 0.5 | 0.9 |
| NC(=O)c1cccc(-c2noc(-c3ccccc3F)n2)c1 | -6 | 0.94 | -7 | 6 | 11 | 3 | -0.2 | 0.97 |

The list goes on.
Values run as follows: APOBEC3A inh | mIAP activ | APOBEC3G inh | mIAP inh | ATG4B inh | hIAP block | MPTP inh | beta cell repl | hIAP act
CC1=C(C)CS(=O)N(c2ccc(S(N)(=O)=O)cc2)C1 (stereo not given)
    -2 | 1.1 | 9 | -6 | -15 | 0 | -4.2 | 0 | 1
O=C(CSc1ccccc1)Nc1cccnc1
    -2 | 0.97 | -5 | 3 | -3 | 0 | -0.5 | -2 | 1
CC(C)(C)c1ccc(COn2ccnc2)cc1
    1 | 1 | -4 | -2 | -4 | -5 | -2.6 | 1 | 1.1
c1ccc(Oc2cccc(Oc3ccccc3)n2)cc1
    0 | 1 | -3 | -4 | 7 | -11 | -2.9 | 0 | 1.1
CCNc1nc(Oc2ccc(C#N)cc2)cc(C(F)(F)F)n1
    5 | 0.97 | 0 | 3 | 9 | -6 | -1.3 | 0 | 1.1
COCCSc1nc2c(c(=O)[nH]c(=O)n2C)n1CCC(C)C
    4 | 0.93 | -1 | 7 | 8 | 0 | -1.6 | -1 | 1
CCN(CC)CC(O)CN1c2ccccc2Sc2ccccc21 (stereo not given)
    -2 | 1.1 | -8 | -12 | -10 | 3 | 1.0 | -6 | 0.97
COc1ccc(CNC(=O)COC(=O)CCCOc2ccc(Cl)cc2Cl)cc1OC
    0 | 1 | -3 | -5 | -3 | 15 | 0.3 | 0 | 0.85
CSc1ncccc1C(=O)OCC(=O)NCCC1=CCCCC1
    -1 | 1 | -1 | -2 | 1 | 3 | 0.0 | 1 | 0.97
CCCCN(C)CCCNC(=O)c1ccc2c(c1)N(CC)C(=O)c1ccccc1S2=O (stereo not given)
    8 | 1.1 | -5 | -7 | -2 | -4 | 0.4 | -2 | 1
CCOc1cc(C)nc(NCc2ccccc2)n1
    3 | 1.1 | 2 | -13 | 2 | -20 | -0.8 | -1 | 1.2
COc1cccc(-n2nc(C(=O)NCC3CCCO3)c3ccccc3c2=O)c1 (stereo not given)
    -1 | 0.94 | -4 | 6 | 2 | -2 | -1.0 | 5 | 1
COc1ccccc1NC(=O)/C=C/c1cc([N+](=O)[O-])ccc1OC(F)F
    0 | 0.87 | -6 | 13 | -17 | -7 | 6.3 | 0 | 1.1
O=C(COC(=O)Cc1c(F)cccc1Cl)NCc1ccc2c(c1)OCO2
    -1 | 1.1 | 13 | -5 | 2 | -4 | -1.2 | -3 | 1
Cc1nc2ccc(S(=O)(=O)NC(C(=O)NCc3ccc4c(c3)OCO4)C(C)C)cc2s1 (stereo not given)
    1 | 1 | 1 | -4 | 1 | -28 | -2.2 | 2 | 1.3
COCCNC(=O)c1onc(CSc2ccc(Cl)cc2)c1C(=O)O
    2 | 0.96 | 1 | 4 | -10 | 20 | -1.8 | -2 | 0.8
O=C(Nc1ccc(S(=O)(=O)Nc2cnc3ccccc3n2)cc1)c1ccc(Cl)cc1Cl
    1 | 0.93 | -1 | 7 | -8 | -24 | 17 | 0 | 1.2
CN1c2ccccc2N(C)C1c1c(O)ccc2ccccc12
    2 | 1.1 | 1 | -9 | 4 | -3 | -5.5 | -2 | 1
Cc1cccc(C)c1Nc1nnc(SCc2cn3cccc(C)c3n2)s1
    -7 | 1 | -7 | -1 | -11 | -2 | 7.0 | 1 | 1
CCCC1(C(=O)OC)NC(c2cccc(F)c2)C2C(=O)N(CC)C(=O)C21 (stereo not given)
    -2 | 0.95 | -3 | 5 | -5 | 15 | 0.4 | 4 | 0.85
NC(N)=Nc1nc(C2COc3ccccc3O2)cs1 (stereo not given)
    -1 | 1 | -4 | 0 | -14 | 11 | 1.9 | -1 | 0.89
COCCn1c(SCC(=O)Nc2ccc(NC(=O)c3ccco3)c(OC)c2)nc2ccccc2c1=O
    -1 | 0.87 | 4 | 13 | -20 | 2 | 0.8 | -1 | 0.98
Cc1cccn2c(=O)nc(SCC(=O)N3CCCC3)nc12
    0 | 0.99 | -2 | 1 | 0 | 14 | -2.0 | -1 | 0.86
COC(=O)CCC(C)N1CCC(Oc2ccc(C(=O)N3CCCC3)cc2)CC1 (stereo not given)
    1 | 0.99 | 2 | 1 | -1 | -10 | -0.1 | -3 | 1.1
C/C(=C/Cc1c(O)cc2oc(C)cc(=O)c2c1O)COC1OC(CO)C(O)C(O)C1O (stereo not given)
    -3 | 1.2 | -8 | -17 | -10 | 5 | -0.1 | 1 | 0.95
O=C(NC(=S)Nc1nc(-c2ccc(Cl)cc2)cs1)c1cccs1
    -3 | 0.81 | -4 | 19 | 7 | 11 | 1.5 | 3 | 0.89
O=C(COC(=O)/C=C/c1ccc(Br)o1)Nc1ccccc1F
    22 | 1 | 4 | 0 | . | -6 | . | 2 | 1.1
O=c1[nH]c(CN2CCCCC2)nc2c1C1(CCCCC1)Cc1ccccc1-2
    2 | 0.98 | 3 | 2 | -1 | -26 | 77* | -4 | 1.3
O=C(O)c1ccccc1NCc1ccco1
    -2 | 0.94 | -4 | 6 | 1 | -22 | -1.3 | 0 | 1.2
COc1ccc(CN2CCN(C(=O)c3ccco3)CC2)cc1OCc1ccccc1
    0 | 0.91 | -3 | 9 | 3 | -2 | 5.0 | -4 | 1
Clc1ccc(Nc2ccc(-n3ccnc3)nn2)cc1Cl
    1 | 0.94 | 2 | 6 | -3 | -6 | -5.3 | -3 | 1.1
Cc1cccc(N(C(=O)c2csnn2)C(C(=O)NC2CCCCC2)c2ccncc2)c1 (stereo not given)
    -7 | 0.96 | -8 | 4 | -19 | 8 | -0.4 | 2 | 0.93
O=C(c1cc(S(=O)(=O)NCc2ccco2)ccc1Br)N1CCOCC1
    -2 | 0.98 | -4 | 2 | -43 | 6 | -1.9 | 3 | 0.94
COC(=O)C1=C(C)N(Cc2ccco2)C(=O)N[C@H]1c1ccc(Br)cc1
    0 | 0.93 | -4 | 7 | . | 7 | . | -3 | 0.93
Cn1nccc1NC(=O)Nc1cccc(Cl)c1
    -3 | 1.2 | -7 | -19 | -7 | -19 | 20 | -2 | 1.2
Cc1ccc(C(=O)C(C)OC(=O)CNS(=O)(=O)c2ccc(C)cc2)cc1 (stereo not given)
    4 | 0.88 | -7 | 12 | -6 | -21 | -0.2 | -3 | 1.2
O=C(COc1ccc(S(=O)(=O)NC2CCCCC2)cc1)NCc1cccnc1
    1 | 0.99 | -4 | 0 | -5 | -16 | 0.1 | 1 | 1.2
O=C(CC1Nc2ccccc2NC1=O)NCCCN1CCCCCC1 (stereo not given)
    -2 | 1 | 0 | -3 | -5 | 11 | -4.8 | -4 | 0.89
CN(Cc1c(F)cccc1Cl)C(=O)C1CC(=O)N(CCc2ccccc2)C1 (stereo not given)
    1 | 1 | -11 | -2 | 1 | 0 | 1.9 | -4 | 1
COc1ccc(NC(=O)CN(c2cccc(C(F)(F)F)c2)S(C)(=O)=O)cc1OC
    -2 | 1.1 | -5 | -9 | -9 | -2 | -1.4 | 3 | 1
Cc1ccc(S(=O)(=O)Nc2nc3ccccc3nc2Nc2cccc(S(=O)(=O)N3CCCC3)c2)cc1
    -9 | 0.87 | -12 | 13 | -9 | 2 | 82* | -6 | 0.98
CC(C)N(Cc1ccccc1)C(=O)CN1C(=O)NC2(CCCc3ccccc32)C1=O (stereo not given)
    -1 | 1 | 3 | -4 | 0 | -18 | 0.1 | 1 | 1.2
COCCn1c(N)c(Sc2ccc([N+](=O)[O-])cc2)c(=O)[nH]c1=O
    2 | 1 | -11 | 0 | -4 | 12 | 0.0 | 1 | 0.88

Bioassay records from PubChem BioAssay.
